# Source: PubChem (National Center for Advancing Translational Sciences (NCATS))
# MLL CXXC-DNA inh – inhibitors of human MLL CXXC domain-DNA interaction; MLL-CXXC / FITC-HOXA9 DNA fluorescence polarization; AID 2662; Potency, µM (doses to about 115 µM), inactives show at the top dose activity change, negative = inhibition, actives largely listed as inhibitors; 290,000 compounds, 0.037% hits; active = well fitted inhibition curve with a large enough effect in the polarisation, with a control signal flat, not every such curve was filed as active; inconclusive = small, poorly fitted or top-dose-only effect, or effect the other way, or a change in a side signal; inactive = no such curve, though single readings can be large or run the other way; the % refers to the polarisation; also: potency is read from the fitted curve at half-maximal effect
#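 Purified MLL-CXXC (added from a 7 uM solution) was preincubated 5 min at ambient with pinned compounds in 50 mM Tris-HCl pH 7.5, 50 mM NaCl, 1 mM DTT, 0.05% BSA. Fluorescein-labeled HOX-A9 DNA (50 nM solution) followed, 30 min, then polarization read.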
# GALK inhibitor – blocks human galactokinase activity. P51570. Potency, µM (doses to about 57.5 µM), inactives show top-dose activity change, negative = inhibition, hits mostly inhibitors. AID 1868. 270,000 compounds, 0.007% hits. Purified GALK, Kinase-Glo residual ATP luminescence; also: potency is read from the fitted curve at half-maximal effect; % is scaled to controls: 0 for no effect and ±100 for the full control effect
#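 ATP-depletion format; final 35 uM ATP, 100 uM D-galactose, 5 nM enzyme; pH 8.0 HEPES/Mg2+ buffer; 60 min RT; luminescence read 10 min after detection reagent.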
# B2AR arrestin – beta2AR (human) beta-arrestin recruitment activity | P07550 | beta-arrestin recruitment to beta2AR, cell-based reporter | Potency, µM (series often up to 46.1 µM), for inactives: at the highest dose activation, usual class: activators | 330,000 compounds, 0.02% hits;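 also: potency is read from the fitted curve at half-maximal effect; 0% = DMSO controls and full agonism = EC100 isoproterenol or metaproterenol; nearly all actives have a fitted effect of over 65% in size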
# TRPV1 ag – human TRPV1 agonism. Q8NER1. TRPV1-expressing cells, Fluo-8 calcium influx, agonist mode. activation, % at 8.33 µM. 320,000 compounds, 0.19% hits. AID 540275; in the data active = activation above about 80%; inconclusive = between about 30% and that limit; also: 0% is about no effect
#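 Fluo-8 calcium influx in TRPV1-expressing cells, kinetic read (ex 480/em 520 nm). Compound added and read 3 min for agonist activity, followed by capsaicin at EC20 final and 2 min further read for enhancement.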
# USP2a inh – USP2a (human) protease inhibition; 330,000 compounds, 0.01% hits; O75604; Potency, µM (doses to about 38.3 µM), inactives show at the highest dose activity change, negative = inhibition, actives largely listed as inhibitors; AID 463254; USP2 core, Ub-CHOP2 coupled fluorogenic reporter, 485/531;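 also: potency is read from the fitted curve at half-maximal effect; plate controls were DMSO wells for no effect and full inhibition by NEM control for full effect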
#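 Deubiquitinase activity read as fluorescence (485/531 nm) after Ub-CHOP2 cleavage activates the enterokinase reporter on its substrate; USP2 core 10nM, Ub-CHOP2 and substrate 25nM each, 30min compound preincubation then 60min RT; data normalized to NEM, curves fitted.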
# hERG WT inh – KCNH2 (human, wildtype) channel inhibition. Q12809. 340,000 compounds, 0.37% hits. activity change, % at 1.84 µM. AID 720551. U2OS, BacMam KCNH2, thallium flux FluxOr; stronger effect = lower value;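 active = maximum activity change below -70%; inconclusive = maximum activity change between -70% and -50%; inactive = maximum activity change above -50%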; also: % is scaled to controls: 0 for no effect and ±100 for the full control effect
# Target sequence (Q12809 whole entry, looked up): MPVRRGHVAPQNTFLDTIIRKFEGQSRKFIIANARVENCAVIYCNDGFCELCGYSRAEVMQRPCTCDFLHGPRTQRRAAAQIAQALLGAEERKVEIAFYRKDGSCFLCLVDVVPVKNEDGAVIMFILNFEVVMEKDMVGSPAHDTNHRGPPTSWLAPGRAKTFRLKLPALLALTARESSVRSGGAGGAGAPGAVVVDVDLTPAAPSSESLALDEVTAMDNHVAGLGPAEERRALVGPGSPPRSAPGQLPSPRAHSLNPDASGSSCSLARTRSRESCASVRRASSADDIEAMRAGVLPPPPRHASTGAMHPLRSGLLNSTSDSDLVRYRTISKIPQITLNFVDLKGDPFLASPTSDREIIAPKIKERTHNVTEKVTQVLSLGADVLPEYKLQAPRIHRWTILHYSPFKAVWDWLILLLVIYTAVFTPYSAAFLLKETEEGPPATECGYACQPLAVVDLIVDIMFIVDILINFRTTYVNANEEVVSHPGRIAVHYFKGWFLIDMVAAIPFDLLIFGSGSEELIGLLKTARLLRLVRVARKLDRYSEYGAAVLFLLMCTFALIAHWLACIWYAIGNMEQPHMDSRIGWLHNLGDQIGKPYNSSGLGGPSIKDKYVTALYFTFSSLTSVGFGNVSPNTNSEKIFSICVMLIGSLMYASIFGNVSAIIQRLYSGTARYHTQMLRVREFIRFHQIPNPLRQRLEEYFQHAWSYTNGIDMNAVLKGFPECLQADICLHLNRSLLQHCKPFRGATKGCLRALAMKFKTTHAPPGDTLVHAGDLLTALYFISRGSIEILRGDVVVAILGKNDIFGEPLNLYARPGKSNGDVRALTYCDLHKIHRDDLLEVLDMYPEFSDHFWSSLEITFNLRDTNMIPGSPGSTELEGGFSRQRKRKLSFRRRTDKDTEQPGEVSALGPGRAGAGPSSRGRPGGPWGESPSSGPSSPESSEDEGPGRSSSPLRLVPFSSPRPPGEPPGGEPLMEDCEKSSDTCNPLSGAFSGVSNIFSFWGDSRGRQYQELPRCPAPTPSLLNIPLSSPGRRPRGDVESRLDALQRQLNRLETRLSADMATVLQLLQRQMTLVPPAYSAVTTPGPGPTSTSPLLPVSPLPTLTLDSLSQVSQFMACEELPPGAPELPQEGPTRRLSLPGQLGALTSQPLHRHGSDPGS
#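 U2OS cells were transduced with wild-type KCNH2 virus (2.03 x 10^8 / mL) for 4 h at room temperature, then cultured overnight at 37 C. Thallium flux was read with FluxOr dye. Rate constants were normalized to DMSO controls.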
# FBPA coupling cs – counter-screen for Giardia aldolase inhibitors: coupling enzyme system; coupling enzyme system counterscreen, AmpLite Red fluorescence; activity change, negative = inhibition, % at 58.2 µM, hits read low; 290,000 compounds, 0.67% hits; in the data active = activity change below about -30%; also: % is scaled to controls: 0 for no effect and ±100 for the full control effect
#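 Counterscreen lacking aldolase: glyceraldehyde-3-phosphate coupling-enzyme reagent preincubated 10 min at RT with compound (at 57.5 uM final), then substrate/coupling system with AmpLite Red added; fluorescence read at 525/598 nm after 20 min RT.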
# Menin-MLL TR inh – displaces Texas Red mutant MLL peptide from human menin; O00255; Menin + Texas Red MLL mutant peptide, fluorescence polarization; Potency, µM (highest dose often 61.6 µM), without a hit: at the highest dose FP activity change, negative = inhibition, hits mostly inhibitors; 270,000 compounds, 0.23% hits; AID 1768; active = well fitted inhibition curve with a large enough effect in the polarisation, with a control signal flat, not every such curve was filed as active; inconclusive = small, poorly fitted or top-dose-only effect, or effect the other way, or a change in a side signal; inactive = no such curve, though single readings can be large or run the other way; the % refers to the polarisation; also: potency is read from the fitted curve at half-maximal effect; % of control where 0% means no effect; many of its hits are not listed in these tables
# PKM2 activator – increases activity of human pyruvate kinase M2 | Potency, µM (highest dose often 57.5 µM), for inactives: top-dose activation, usual class: activators | AID 1631 | P14618 | purified PKM2, Kinase-Glo ATP luminescence, activation; response scale: 0% is enzyme alone, no compound | 260,000 compounds, 0.34% hits; also: potency is read from the fitted curve at half-maximal effect; % is scaled to controls: 0 for no effect and ±100 for the full control effect; nearly all actives have a fitted effect of over 55% in size
#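 Kinase-Glo luminescence reports ATP generated from ADP (0.1 mM) and PEP (0.5 mM) by purified hPK-M2 after 1 h at room temperature, pH 7.2 imidazole buffer; intermediate enzyme activity allows detecting inhibitors and activators.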
# Giardia killer – kills Giardia lamblia; Giardia lamblia trophozoite viability; activity change, % at 7.66 µM, hits read low; 340,000 compounds, 0.15% hits; in the data active = activity change below about -80%; inconclusive = between about -30% and that limit;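 also: parasites exposed to compound for two days anaerobically before the ATP read; % is scaled to controls: 0 for no effect and ±100 for the full control effect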
#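 Each well holds 100 Giardia trophozoites and compound. After two days (48 hrs) at 37 deg C in anaerobic conditions, ATP is quantified by luminescence.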
# KCNH2 3.1 inh – inhibitors of human KCNH2 3.1 potassium channel isoform; AID 720553; activity change, % (tested at about 1.8 µM); 340,000 compounds, 0.95% hits; U2OS KCNH2 3.1, thallium flux FluxOr; stronger effect = lower value;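 active = maximum activity change below -70%; inconclusive = maximum activity change from -70% to -50%; inactive = maximum activity change above -50%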;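 also: thallium influx rate constant from kinetic fluorescence after stimulation buffer; % is scaled to controls: 0 for no effect and ±100 for the full control effect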
#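 Steps: virus added to U2OS suspension (4 h, RT, dark); medium with 10% FBS added, cells plated, 37 C overnight; FluxOr/Red40 loading buffer 45 min RT; stimulation buffer, 2 min kinetic read; rate constant normalized.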
# * marks the source's active call; other numbers are inactive results; ? = inconclusive; / = no result given; [ ] = dose if it differs, or a comment. Unless noted, calls follow the shape of the dose curve; as a rule, active = well fitted curve in the direction sought with a large enough effect; inconclusive = small, poorly fitted or top-dose-only effect, or another doubt; inactive = no such curve, though single readings can be large; an effect the other way counts as inactive or inconclusive. An excerpt, so the mix of outcomes need not match the whole.
SMILES,MLL CXXC-DNA inh,GALK inhibitor,B2AR arrestin,TRPV1 ag,USP2a inh,hERG WT inh,FBPA coupling cs,Menin-MLL TR inh,PKM2 activator,Giardia killer,KCNH2 3.1 inh
O=C(CNCCc1ccccc1)Nc1ccc(C(=O)N2CCCCC2)cc1,14%,-2%,0.0%,6,3%,42,2,-13%,1%,-25,27
CC(C)(Oc1ccc(Cl)cc1)C(=O)N1CCC(C(N)=O)CC1,-1%,-3%,0.2%,5,-1%,-6,2,2%,14%,6,3
O=C(OCc1nc2scc(-c3ccccc3)c2c(=O)[nH]1)c1ccco1,/,/,-0.3%,-4,0%,2,/,/,/,5,13
CCOc1ccc2nc(NCCCO)[nH]c2c1,2%,-3%,0.5%,0,-1%,-3,0,-4%,-1%,-2,-5
O=C(NCCCc1ccccc1)C(=O)NCC1OCCN1S(=O)(=O)c1ccc(F)cc1 (stereo unspecified),6%,4%,-1.7%,3,-2%,-3,/,/,12%,-5,-6
Cc1ccc2c(c1)nnn2C1CCN(CC(=O)N(c2ccccc2)c2ccccc2)CC1,-12%,-2%,-0.1%,1,9%,-13,3,/,-3%,-3,-48
Cc1ccc2cc(C)c(SCC(=O)NCc3ccco3)nc2c1,0%,8%,-1.1%,27,1%,-3,1,-7%,1%,13,-3
COc1ccc(/C=C/C(=O)N2CCN(S(=O)(=O)c3ccccc3Br)CC2)cc1OC,/,/,0.2%,/,3%,-3,/,/,/,-23,-38
Cc1nnc(N(Cc2ccccc2)C(=O)c2cnccn2)s1,0%,3%,0.0%,0,4%,15,3,11%,1%,-8,0
O=C1C=C(c2cc3ccccc3s2)C[C@@H](c2ccc(Cl)cc2)C1,/,/,0.2%,/,2%,-5,/,/,/,-9,3

# Ordered by the number under TRPV1 ag (ascending): four of the compounds above.
Structure,MLL CXXC-DNA inh,GALK inhibitor,B2AR arrestin,TRPV1 ag,Menin-MLL TR inh,PKM2 activator
O=C(OCc1nc2scc(-c3ccccc3)c2c(=O)[nH]1)c1ccco1,/,/,-0.3%,-4,/,/
CCOc1ccc2nc(NCCCO)[nH]c2c1,2%,-3%,0.5%,0,-4%,-1%
O=C(NCCCc1ccccc1)C(=O)NCC1OCCN1S(=O)(=O)c1ccc(F)cc1 (stereo unspecified),6%,4%,-1.7%,3,/,12%
Cc1ccc2cc(C)c(SCC(=O)NCc3ccco3)nc2c1,0%,8%,-1.1%,27,-7%,1%

# (list continues)
SMILES,MLL CXXC-DNA inh,GALK inhibitor,B2AR arrestin,TRPV1 ag,USP2a inh,hERG WT inh,FBPA coupling cs,Menin-MLL TR inh,PKM2 activator,Giardia killer,KCNH2 3.1 inh
CN1CCN(C(=O)C2=C[C@@H](c3ccccc3)C[C@@H](OCCCCO)O2)CC1,17%,-3%,-0.1%,3,1%,0,0,0%,4%,-6,4
CCOC(=O)[C@H]1[C@H]2COc3ccc(Br)cc3[C@@H]2N2C(=O)N(c3ccc(F)cc3)C(=O)[C@@]12C,/,/,-0.1%,/,-2%,10,/,/,/,-9,3
O=C1NC(=Nc2ccccc2)S/C1=C/c1cccs1,9%,-1%,-0.6%,11,1%,-3,2,10%,-4%,3,-26
CCN(C(=O)Cn1nc(C)c([N+](=O)[O-])c1C)C1CCS(=O)(=O)C1 (stereo unspecified),/,/,-0.2%,3,1%,3,/,/,/,8,14
O=C(c1ccccc1-c1ccccc1)N1CCCCC1,1%,0%,-0.3%,1,-2%,-10,0,-15%,-1%,1,2
O=C(COC(=O)c1cccs1)Nc1cccc(S(=O)(=O)NC2=NCCCCC2)c1,-10%,-2%,0.1%,-2,2%,1,4,3%,-3%,-6,-1
Cc1cc(NC(=O)COC(=O)CCS(=O)(=O)c2ccc(Cl)cc2)no1,-7%,17%,0.0%,0,2%,19,2,-4%,-7%,1,-6
Cc1cc(C)n(-c2nnc(C)n2/N=C/c2ccco2)n1,16%,-2%,0.1%,-4,1%,-7,-1,-5%,3%,21,11
Oc1ccc(C=NC2CCCCC2)c(O)c1,-1%,5%,0.1%,-2,-1%,4,2,5%,-1%,-11,1
COc1ccc(C2C(C(=O)Nc3cc(C)on3)c3ccccc3C(=O)N2C)cc1OC (stereo unspecified),-11%,4%,0.1%,-2,-1%,-10,6,-2%,3%,18,19

# Some of the entries above, set out differently.
Molecule	MLL CXXC-DNA inh	GALK inhibitor	B2AR arrestin	TRPV1 ag	USP2a inh	hERG WT inh	FBPA coupling cs	Menin-MLL TR inh	PKM2 activator	Giardia killer	KCNH2 3.1 inh
CCN(C(=O)Cn1nc(C)c([N+](=O)[O-])c1C)C1CCS(=O)(=O)C1 (stereo unspecified)	/	/	-0.2%	3	1%	3	/	/	/	8	14
O=C(COC(=O)c1cccs1)Nc1cccc(S(=O)(=O)NC2=NCCCCC2)c1	-10%	-2%	0.1%	-2	2%	1	4	3%	-3%	-6	-1

# (continued)
SMILES,MLL CXXC-DNA inh,GALK inhibitor,B2AR arrestin,TRPV1 ag,USP2a inh,hERG WT inh,FBPA coupling cs,Menin-MLL TR inh,PKM2 activator,Giardia killer,KCNH2 3.1 inh
CCn1c(=O)c(C(=O)NCc2ccccc2)c(O)c2ccccc21,-9%,4%,-0.1%,14,0%,7,-1,21%,7%,3,7
COc1ccc(OC)c(C2C(C#N)=C(N)Oc3cc(N)ccc32)c1 (stereo unspecified),1%,1%,7.9%,0,-1%,5,0,16%,1%,-11,14
CN(N=Nc1ccc([N+](=O)[O-])cc1)c1ccccc1,?,/,0.4%,-2,2%,-6,2,-8%,0%,5,-15
N/C(CN1CCSCC1)=N\OCc1c(F)cccc1Cl,1%,7%,-1.0%,9,0%,0,3,/,-11%,-5,-5
CCOc1ccc(N2CC(C(=O)NCCc3ccccc3)CC2=O)cc1 (stereo unspecified),9%,4%,0.1%,15,-4%,3,/,/,-2%,-2,/
Cc1c(C(=O)NCCc2ccccc2)oc2ccc(S(=O)(=O)N3CCOCC3)cc12,9%,0%,0.0%,-4,-1%,1,5,14%,7%,-5,-12
COc1ccccc1OCc1ccc(C(=O)N2CCN(C(=O)c3ccco3)CC2)cc1,4%,0%,0.5%,1,-5%,-9,4,-13%,3%,-1,-8
NC(=O)CCN(Cc1ccccc1)S(=O)(=O)c1ccccc1,-2%,1%,-0.4%,-2,2%,-10,0,-15%,1%,16,3
CCCCn1c(N)c(N(C)C(=O)C2CC(=O)N(Cc3ccco3)C2)c(=O)[nH]c1=O (stereo unspecified),/,/,-0.6%,/,1%,1,/,/,/,-1,4
COc1ccc(NC(=O)CCN2C(=O)C3CC=C(Cl)CC3C2=O)cc1 (stereo unspecified),0%,/,-0.1%,0,2%,9,0,4%,0%,31[activator],7
CCCCNC(=O)C1CC(=O)N(c2ccc(OC)cc2)C1c1ccc(OC)cc1 (stereo unspecified),0%,/,0.5%,-2,3%,7,-3,-12%,-2%,-1,11
O=C(COC(=O)COc1ccccc1F)Nc1ccc2c(c1)OCO2,/,/,0.0%,15,1%,-18,/,/,/,-3,-4
Cc1cc(Cl)ccc1C(=O)C1CCCN(C(=O)c2cc(C(C)C)no2)C1 (stereo unspecified),5%,13%,2.9%,?,-2%,-1,4,-12%,2%,4,22
CN(C)c1ccc(/C=C(\Cl)c2nc3ccccc3s2)cc1,-3%,-4%,-0.4%,-1,0%,-11,4,?,0%,?,18
Cc1cc2nc(CCN3CCOCC3)n(S(=O)(=O)c3ccc(C(C)(C)C)cc3)c2cc1C,2%,-4%,-0.4%,12,4%,6,1,-8%,5%,6,-1
O=C1COc2ccc(C(=O)COC(=O)c3ccc([N+](=O)[O-])cc3Cl)cc2N1,/,/,-3.4%,0,1%,5,/,/,/,-5,-38
CCOC(=O)C1(CCc2ccccc2)CCN(C(=O)c2cc(C)nc(C)n2)CC1,4%,-1%,-0.1%,1,1%,-1,7,-6%,-1%,-9,1
Cc1ccc(CNS(=O)(=O)N(C)C)cc1,-2%,1%,-0.1%,2,1%,4,2,9%,2%,-18,-9
CN(CC(=O)Nc1ccc(F)c(F)c1F)C(=O)C1CSC2(C)CCC(=O)N12 (stereo unspecified),/,/,-0.1%,-3,-1%,1,/,/,/,-8,-9
Cn1c(SC2CCCCC2=O)nnc1-c1ccccc1F (stereo unspecified),7%,1%,0.4%,1,0%,0,0,-10%,-6%,1,0
O=C(CCC1CCCN(C(=O)c2ccoc2)C1)NCc1ccccc1F (stereo unspecified),-12%,0%,0.3%,-3,1%,-6,5,7%,10%,-4,10
Cc1cnn(C(=O)c2oc3ccccc3c2C)c1,4%,3%,-0.1%,1,1%,1,0,7%,0%,1,3
